# Screening results: PubChem, several laboratories
# Mot1-301 SUMO = yeast Mot1-301 growth rescue at high temperature, primary screen, SUMOylation pathway inhibitor project, S. cerevisiae, ATP luminescence, 38.5C | growth rescue, % at 18.8 µM | AID 2716, 2010 | S. cerevisiae Mot1-301 growth rescue; percent above DMSO median, 100 means doubled | hit rate 1% among 320,000;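 active = every valid replicate shows activation above 250% relative to neutral control wells; inactive = the rest, any valid replicate at or below 250%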;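 also: OY570 slx delta 5 strain wells were the positive control but not used for scaling; some compounds called inactive have numbers as strong as hits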
# PfHsp90 set2 = growth inhibition of PfHsp90-expressing yeast, primary screen, antimalarial PfHsp90 inhibitor project, S. cerevisiae, BacTiter-Glo luminescence, single point, set 2 | hit rate 0.32% among 310,000 | AID 504621, 2011 | inhibition, % at 9.4 µM | BacTiter-Glo ATP, 48 h; yeast lacking PDR1 and PDR3 efflux regulators;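 active = every replicate shows inhibition above about 80%, whatever the replicate mean, limit read from the data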;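 also: 0% = DMSO neutral controls and 100% = 20 µM radicicol positive controls; yeast relying on Plasmodium falciparum Hsp90 in place of its own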
# C-LANA FP = inhibitors of KSHV C-LANA binding to DNA, primary screen, biochemical, fluorescence polarization, FAM-LBS DNA, MBP-C-LANA, single point; inhibition, % at 9 µM; Kaposi's sarcoma herpesvirus LANA C-terminal domain (residues 932-1162) DNA binding; AID 504423, 2011; hit rate 0.078% among 340,000;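 active = highest replicate inhibition at or above 60% at 9 µM, even if other replicates fall short; inactive = all replicates below 60% inhibition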;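 also: 0% = neutral control wells and 100% = 4 µM acridine orange control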
# PvdQ acylase = P. aeruginosa PvdQ acylase inhibitors, primary screen, biochemical, fluorescence, plate reader and imaging, single point; purified PvdQ acylase; inhibition, % at 10 µM; PvdQ acylase [Pseudomonas aeruginosa LESB58]; hit rate 0.063% among 340,000; in the data active = inhibition above about 30%, passing the limit was not always enough;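 also: 0% = vehicle neutral wells and 100% = reference inhibitor wells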
# cardiac RTF act = cardiac RTF calcium sensitivity activators, primary screen, biochemical, IANBD-TnC fluorescence, EC20 calcium. activation, % at 7.2 µM. IANBD-labeled TnC RTF fluorescence at EC20 calcium; 0% EC20 calcium, 100% full calcium. hit rate 0.24% among 340,000. Troponin I, cardiac muscle (Homo sapiens) + Troponin T, cardiac muscle (Homo sapiens) + …;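 active = activation above the mean over all tested compounds plus 3 SD, cut at about 30% in these data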;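 also: rise in fluorescence read as greater calcium sensitivity of cardiac thin filaments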
# Cardiac RTF inh = cardiac RTF calcium sensitivity inhibitors, primary screen, biochemical, IANBD-TnC fluorescence, EC70 calcium; inhibition, % at 7.15 µM; AID 493244, 2011; IANBD-labeled cardiac RTF, Ca2+ fluorescence; hit rate 0.12% among 340,000; Troponin I, cardiac muscle (Homo sapiens) + Troponin T, cardiac muscle (Homo sapiens) + …;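 active = inhibition above the mean inhibition of all tested compounds plus 3 SD, cut at about 17% in these data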;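 also: assay run at fixed EC70 calcium of 1.6 mM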
# Rtt109 HAT inh = inhibitors of C. albicans Rtt109/Vps75 HAT, primary screen, biochemical, ThioGlo CoA-SH fluorescence, plate reader; hit rate 0.16% among 330,000; inhibition, % at 34.9 µM; purified Rtt109/Vps75, 4 h; Histone acetyltransferase RTT109 (Candida albicans (strain SC5314 / ATCC MYA-2876)), …; AID 540336, 2011;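 active = inhibition of at least 50% in every replicate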
# Keap1 Nrf2 FP = Keap1-Nrf2 protein-protein interaction inhibitors, primary screen, biochemical, fluorescence polarization, single point; Keap1 Kelch-Nrf2 peptide fluorescence polarization, 1536-well; inhibition, % at 9.4 µM; hit rate 0.15% among 340,000; AID 504523, 2011; in the data active = inhibition above about 12%;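 also: human Keap1 Kelch domain with fluorescein labeled Nrf2 9mer peptide probe; 0% = neutral control wells and 100% = peptide positive control; higher means more block of Keap1 binding to Nrf2 peptide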
# CDK5 p35 inh = inhibitors of human CDK5/p35 kinase, primary screen, biochemical, single concentration | Recombinant CDK5/p35, ADP-Glo luminescence, 60 min | inhibition, % at 10 µM | hit rate 0.01% among 330,000 | AID 488839, 2010;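 active = highest replicate inhibition of at least 50% and at least 75% of replicates reaching 50%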;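 also: plate controls were DMSO neutral control for no effect and GW8510 at 10 µM for full effect; many of its hits are not listed in these tables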
# dFosB activator = activators of delta FosB homodimer, primary screen, biochemical, fluorescence polarization, TAMRA-CDK5 oligo, single point; Protein FosB (Mus musculus), P13346; purified delta FosB; percent of positive-control signal above neutral wells; activation, % at 25 µM; hit rate 0.99% among 340,000; AID 493131, 2011;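 active = mean activation above about 17%, with every replicate also reaching it, limit read from the data, passing the limit was not always enough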;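 also: fluorescence polarization rise as delta FosB binds a TAMRA Cdk5 AP-1 oligo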
# Target sequence (P13346 whole entry, looked up): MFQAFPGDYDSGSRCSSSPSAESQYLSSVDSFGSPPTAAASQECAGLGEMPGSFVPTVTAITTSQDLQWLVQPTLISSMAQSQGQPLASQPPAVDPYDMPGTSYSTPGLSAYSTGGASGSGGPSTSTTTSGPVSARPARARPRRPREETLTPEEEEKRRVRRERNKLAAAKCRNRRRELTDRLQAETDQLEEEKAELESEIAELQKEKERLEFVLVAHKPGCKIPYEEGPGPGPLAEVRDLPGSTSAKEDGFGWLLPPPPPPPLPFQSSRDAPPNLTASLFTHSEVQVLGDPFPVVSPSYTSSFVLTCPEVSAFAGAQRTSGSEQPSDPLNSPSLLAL
# Active calls of the source: *; & = joins results of further samples. Not all compounds are listed; the hit share may differ from the screen's.
SMILES,Mot1-301 SUMO,PfHsp90 set2,C-LANA FP,PvdQ acylase,cardiac RTF act,Cardiac RTF inh,Rtt109 HAT inh,Keap1 Nrf2 FP,CDK5 p35 inh,dFosB activator
CC[C@@H]1C(=O)OC[C@@H]1Cc1cncn1C,-1&87,9&-8,0.9&-2.5,-8&-8,3&2,2&13,-1&1,-3&-6,-1.5&-0.9,-3&-1
